Sm TGR inh: qHTS Assay for the Inhibitors of Schistosoma Mansoni Peroxiredoxins. purified TGR, DTNB reduction, TNB absorbance 405 nm. 3% of 360,000 active. Potency, µM (highest dose often 114 µM), without a hit: top-dose activity change, negative = inhibition, actives largely listed as inhibitors; also: potency is read from the fitted curve at half-maximal effect; nearly all actives have a fitted effect of over 60% in size
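First, TGR (20 nM dispensed) and NADPH were mixed with compound. Second, a 15 min room-temperature incubation followed. Third, further NADPH and then DTNB were added to start the reaction. Finally, TNB absorbance was monitored kinetically.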
AMA1-RON2 inh: qHTS for Inhibitors of AMA1-RON; Towards Development of Antimalarial Drug Lead: Primary Screen | Plasmodium falciparum AMA1 (3D7) - RON2 peptide interaction | AlphaScreen AMA1-biotinylated RON2 peptide binding | Potency, µM (doses to about 58.2 µM), for inactives: at the top dose activity change, negative = inhibition, usual class: inhibitors | 0.2% of 360,000 active;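 also: potency is read from the fitted curve at half-maximal effect; 0% = vehicle wells and -100% = peptide control; nearly all actives have a fitted effect of over 45% in size; some results filed as inactive show a strong effect at the top dose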
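AMA1 (3D7) with his tag at 25 nM final met compounds first, then biotinylated RON2 peptide at 25 nM; detection used donor plus acceptor beads, 10 µg/mL apiece, read by AlphaScreen after 30 min at room temperature.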
FBPA Giardia inh: qHTS Assay for Inhibitors of Fructose-1,6-bisphosphate Aldolase from Giardia Lamblia; A8B2U2; purified Giardia FBPA; Potency, µM (series often up to 59.6 µM), inactives show at the highest dose activity, negative = inhibition, hits mostly inhibitors; 0.71% of 290,000 active; AID 2451, 2010; also: potency is read from the fitted curve at half-maximal effect; nearly all actives have a fitted effect of over 55% in size
Target sequence (A8B2U2 whole entry, looked up): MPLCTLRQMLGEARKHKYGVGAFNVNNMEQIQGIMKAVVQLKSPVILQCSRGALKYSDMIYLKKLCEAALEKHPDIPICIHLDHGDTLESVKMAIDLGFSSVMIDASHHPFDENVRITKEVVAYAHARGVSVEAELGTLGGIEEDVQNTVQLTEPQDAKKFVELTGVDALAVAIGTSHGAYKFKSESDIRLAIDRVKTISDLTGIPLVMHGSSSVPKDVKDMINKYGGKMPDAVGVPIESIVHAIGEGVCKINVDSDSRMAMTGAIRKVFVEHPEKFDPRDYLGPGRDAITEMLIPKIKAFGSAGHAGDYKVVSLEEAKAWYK
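40 nM FBPA preincubated 10 min at RT with compound (up to 57.5 uM final), then substrate plus GAPDH/TPI/NAD/arsenate coupling and diaphorase/resazurin added. Fluorescence read after 20 min at RT, 525/598 nm.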
AmpC inh detg: qHTS Inhibitors of AmpC Beta-Lactamase (assay with detergent); P00811; AmpC hydrolysis of nitrocefin, absorbance 480 nm, 0.01% Triton; Potency, µM (series often up to 114 µM), inactives show top-dose activity change, negative = inhibition, actives largely listed as inhibitors; 0.041% of 370,000 active; AID 485294, 2010;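 also: potency is read from the fitted curve at half-maximal effect; 0% = no-compound wells and -100% = no-enzyme wells; nearly all actives have a fitted effect of over 25% in size; some results filed as inactive show a strong effect at the top dose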
Target sequence (P00811 whole entry, looked up): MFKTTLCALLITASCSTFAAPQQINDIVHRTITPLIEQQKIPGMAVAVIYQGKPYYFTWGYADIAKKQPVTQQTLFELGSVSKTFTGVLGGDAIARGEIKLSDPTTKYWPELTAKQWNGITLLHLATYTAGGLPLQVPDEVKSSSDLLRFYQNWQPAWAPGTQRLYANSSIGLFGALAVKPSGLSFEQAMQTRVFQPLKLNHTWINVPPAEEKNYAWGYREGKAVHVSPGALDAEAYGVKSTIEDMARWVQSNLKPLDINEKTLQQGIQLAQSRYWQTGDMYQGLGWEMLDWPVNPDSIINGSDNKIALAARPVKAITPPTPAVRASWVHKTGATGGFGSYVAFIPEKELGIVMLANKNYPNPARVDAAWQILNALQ
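20 mM phosphate pH 7.0 + 0.01% (detergent screen) or 0.0001% Triton X-100; 5.3 nM AmpC reagent; cpd preinc 15 min RT; nitrocefin (800 uM stock) to start; A480 q20 s × 4 min; Activity was normalised to no-enzyme and no-compound control wells.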
HCMV antiviral: qHTS Assay for inhibitors of the human cytomegalovirus (HCMV) | activity change, negative = inhibition, % at 57.5 µM | HFF cells, HCMV-luciferase reporter, 72 h; active compounds read low | AID 1259415, 2018 | 4.5% of 410,000 active; in the data active = activity change below about -60%; inconclusive = no clear call, values can overlap the other calls; inactive = above about -39%
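Cell-based, HFFs, 1000 cells/well, 16 h 37C; cpds in DMSO + HCMV-luc, MOI 1 PFU/cell; 72 h 37C; OneGlo luminescence after 5 min RT; norm. to buffer vs Salinomycin 10uM.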
HCV inhibitor: qHTS Assay for Inhibitors of Hepatitis C Virus (HCV) | Huh7.5.1 HCVcc-Cre infection, luciferase reporter, 44 h | Potency, µM (top dose mostly 41.8 µM), for inactives: at the highest dose activity change, negative = inhibition, actives largely listed as inhibitors | 3.4% of 340,000 active; also: potency is read from the fitted curve at half-maximal effect
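Seed cells (1,000/well) for 4 h; treat with compound and infect with HCVcc-Cre, moi about 0.5. Incubate 44 h, then detect luciferase activity.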
Numbers without * were called inactive; ? = inconclusive; nt = no result given; [ ] = another dose, or the depositor's remark. Unless noted, calls follow the shape of the dose curve; as a rule, active = well fitted curve in the direction sought with a large enough effect; inconclusive = small, poorly fitted or top-dose-only effect, or another doubt; inactive = no such curve, though single readings can be large; an effect the other way counts as inactive or inconclusive. Unless noted, % is scaled to controls: 0 for no effect and ±100 for the full control effect.

SMILES | Sm TGR inh | AMA1-RON2 inh | FBPA Giardia inh | AmpC inh detg | HCMV antiviral | HCV inhibitor
CCOC(=O)C1CCN(S(=O)(=O)c2cc3c(cc2C)NC(=O)CO3)CC1 | -3% | 0% | 5% | -11% | -2 | -3%
COc1ccc(/C=N/NC(=O)c2ccco2)cc1OCc1ccccc1 | -3% | -7% | 4% | -13% | 36 | -11%
CCCc1cc(=O)[nH]c(Nc2ccc(OC)c(Cl)c2)n1 | -12% | 8% | 5% | -4% | 17 | ?
COc1ccc(NC(=O)c2cc3c(=O)n(Cc4cccs4)ccc3nc2C)c(OC)c1 | 11% | nt | nt | 19% | -16 | nt
CN(c1ccc(C(=O)NC2CCCC2)cc1)S(=O)(=O)c1ccc(Cl)cc1 | -24% | 4% | nt | -4% | 7 | -17%
COc1ccc2cc3cc(C(=O)NCc4cccnc4)oc3nc2c1 | 10% | -13% | 3% | ? | 11 | -17%
CCNC(=O)NC(=O)CSc1cccc(C(F)(F)F)c1 | 0% | 5% | 1% | -9% | 39 | 12%
Fc1ccc(CNCCc2ccc3c(c2)OCO3)cc1 | 0% | -8% | -29% | ? | 32 | 7%
CCOc1cc(C2c3c(-c4ccccc4O)n[nH]c3C(=O)N2Cc2cccnc2)ccc1O (stereo unspecified) | 6% | nt | nt | 19% | 8 | nt
Cc1ccccc1Cn1cc(NC(=O)c2cc(-c3ccco3)on2)cn1 | -15% | 3% | 18% | 4% | -24 | ?
COc1ccc(/C=N/NC(=O)c2ccc(C)cc2)cc1CN1CCN(c2ccc(F)cc2)CC1 | 17% | -1% | 5% | ? | 13 | ?
O=C(NCc1ccc(F)cc1)C(=O)NCC(c1cccs1)S(=O)(=O)c1cccs1 (stereo unspecified) | 25µM* | nt | nt | 1% | -3 | nt
COc1ccc(NC(=O)C2=CC(c3ccc4c(c3)OCO4)=NS(=O)(=O)N2C)cc1 | -1% | nt | nt | 19% | -3 | nt
COc1cc2c(cc1OC)-c1nnc(-c3ccco3)n1C1(CCCC1)C2 | -9% | -1% | -3% | -4% | -5 | 5%
CC(C)CNC(=O)c1cc(-c2ccc(Cl)c(Cl)c2)on1 | 0% | 2% | 4% | -11% | 50 | -12%
C[C@@H]1O[C@@H](OC2C(O)C(OCCc3ccc(O)c(O)c3)OC(CO)C2OC(=O)/C=C/c2ccc(O)c(O)c2)[C@H](O)[C@H](O)[C@H]1O (stereo partly specified) | -9% | nt | nt | -7% | nt | ?
O=C(c1cc2c(s1)CCCC2)N1CCN(c2ccccc2)CC1 | -2% | ? | 4% | 7% | 57 | 8%
CS(=O)(=O)c1nc(S(=O)(=O)c2ccc(Cl)cc2)c(N2CCOCC2)s1 | -33% | 6% | nt | -1% | ? | -7%
Cc1nn(C2CCS(=O)(=O)C2)c(Cl)c1/C=C/C(=O)OCC(=O)N(C)C (stereo unspecified) | 10% | 3% | 13% | 2% | -26 | -7%
O=C1CCc2cc(S(=O)(=O)N3CCN(c4ccc(F)cc4)CC3)cc3c2N1CC3 | -3% | -3% | nt | 4% | -8 | 7%
Cn1c(SCC(=O)N2CCN(c3ccccc3)CC2)nnc1-c1c[nH]c2ccccc12 | -2% | -11% | 3% | -9% | -80* | ?
O=C1NC(=S)N/C1=C/c1cc2c(cc1[N+](=O)[O-])OCO2 | 4% | -5% | 2% | 0% | -80* | -4%
OCC(O)[C@@H](O[C@H]1O[C@H](CO)[C@@H](O)[C@H](O)[C@H]1O)[C@H](O)[C@@H](O)CO (stereo partly specified) | 1% | -1% | nt | ? | -8 | 1%
COCCNC(=O)CCCN1C(=O)CCn2nc(-c3cccn3C)cc21 | ? | nt | nt | 11% | 0 | nt
O=C(CSc1nnc2ccccn12)NNC(=O)c1ccc(F)cc1 | 2% | 21% | 0% | -3% | -12 | 6%

Following part:
SMILES | Sm TGR inh | AMA1-RON2 inh | FBPA Giardia inh | AmpC inh detg | HCMV antiviral | HCV inhibitor
CC1Cc2ccccc2N1C(=O)Cc1cccs1 (stereo unspecified) | -3% | 11% | -4% | ? | -16 | 10%
CCc1cccc(CC)c1NC(=O)c1cccc(S(=O)(=O)N2CCN(C)CC2)c1 | 1% | -5% | nt | 0% | nt | nt
O=C(CSc1ccc2nnc(-c3ccccn3)n2n1)NCc1ccc2c(c1)OCO2 | -6% | 249%[activator] | -11% | ? | 17 | -5%
Cc1cccc(NS(=O)(=O)c2cn(C)c(=O)n(C)c2=O)c1C | 6% | 2% | -27% | -3% | -10 | 14%
COc1cc(C)c(Cl)cc1S(=O)(=O)NCCc1c(C)[nH]c2ccccc12 | 2% | nt | nt | 3% | 8 | nt
CN(C)S(=O)(=O)c1cccc(NC(=O)CCNC(=O)c2ccccc2Cl)c1 | -12% | 3%[11.6 µM] | -1% | -4% | 19 | -1%
COc1cccc(C(=O)NCc2ccco2)c1 | -34% | 0% | -10% | ? | 14 | 6%
COc1ccc(S(=O)(=O)CCc2nnc(NC(=O)c3cccs3)s2)cc1 | 9% | 13% | 2% | -1% | -21 | 20%
Cc1csc(N2CCc3ccccc32)n1 | -5% | -4% | 4% | -12% | 0 | 7%
Cc1ccc(C)c(N2CCN(S(=O)(=O)c3c(C)[nH]c(C)c3C(=O)N3CCCCC3)CC2)c1 | -3% | 0% | -5% | 0% | ? | 32%[activator]
CC(C)Nc1ncnc2c1cnn2-c1ccc(Cl)cc1 | -5% | 1% | -16% | ? | 0 | ?
CC(=O)c1cc(-c2ccc(F)cc2)n(CCC(=O)NC(C)(C)C)c1C | 5% | -4% | 6% | 2% | 58 | 17%
CC(C)c1cc(CN2CCN(C3CCCC3)C(CCO)C2)[nH]n1 (stereo unspecified) | nt | -3% | 1% | -3% | ? | 15%
Cc1ccc(N2C(=O)N(CC(=O)Nc3ccc([N+](=O)[O-])cc3)C(=O)C2C)cc1 (stereo unspecified) | 0% | 10% | nt | -1% | 31 | -21%
CCOC(=O)c1cc(OC(=O)c2ccccc2Br)n(-c2ccccc2)n1 | -11% | 1% | -1% | 2% | 0 | 18%
On1c(-c2ccccc2)nc2ncccc21 | 10% | 4% | -16% | -4% | nt | 24%
Cc1ccc(-c2cc(C(=O)Nc3ccccc3C(N)=O)c3ccccc3n2)o1 | nt | -3% | nt | nt | 74 | ?
COc1ccccc1-c1noc(-c2ccc(N(C)Cc3ccccc3)c([N+](=O)[O-])c2)n1 | 0% | nt | nt | 1% | 9 | nt
CCc1nc2c3cnn(-c4cc(Cl)ccc4C)c3ncn2n1 | -15% | 8% | 1% | ? | -18 | 2%
CCOc1ccccc1C=C1SC(=S)NC1=O | nt | 18% | nt | nt | -14 | 9%
CCC1CCC(c2nnc(-c3ccc([N+](=O)[O-])cc3)o2)CC1 (stereo unspecified) | 1% | 4% | 5% | 5% | -12 | 13%
Cc1nc2cc(-c3cccc(F)c3)nn2c(C)c1CCC(=O)NC(C)c1ccc2c(c1)OCCO2 (stereo unspecified) | -4% | -2% | -6% | ? | -20 | ?
O=C(O)c1ccccc1-n1ncc2c1/C(=C/c1ccc(Cl)cc1)CC2 | 14µM* | nt | 3% | 4% | -19 | nt
CC(=NCCCn1ccnc1)c1c(O)n(C)c(=O)n(C)c1=O | -7% | -13% | -2% | -1% | -3 | 4%
CC(C)(C)SCCNC(=O)CN(c1ccc(F)c(Cl)c1)S(C)(=O)=O | -3% | 3% | 2% | ? | -4 | 12%

Next part
SMILES | Sm TGR inh | AMA1-RON2 inh | FBPA Giardia inh | AmpC inh detg | HCMV antiviral | HCV inhibitor
Clc1ccc(-c2nn3c(-c4ccccn4)nnc3s2)c(Cl)c1 | 0% | nt | 11% | ? | nt | nt
O=C(CSc1ccccn1)N1CCN(c2ccc(Cl)cc2)CC1 | 5% | 17% | -2% | 0% | -27 | -7%
COc1ccc(-c2ccc(CCC(=O)O)o2)cc1 | 2.8µM* | -5% | 6% | 0% | 50 | -7%
CC(/C=N/NC(=O)c1cccc(F)c1)=C\c1ccccc1 | 13% | -12% | -3% | 1% | 91 | ?
Brc1csc(CN2CCc3nc(Nc4ccccc4)ncc3C2)c1 | -14% | nt | nt | 7% | 0 | nt
O=C(O)C1CCCN1C(=O)Nc1ccccc1 (stereo unspecified) | 1% | -8% | 4% | 2% | -32 | 1%
Cc1ccc(S(=O)(=O)NCCNc2ccc(Br)c(C)c2)cc1 | nt | -4% | nt | nt | -23 | -17%
CC(C)(C)C(=O)Nc1cccc(C(=O)OCc2cc(=O)n3nc(C4CC4)sc3n2)c1 | 2% | nt | nt | 0% | 14 | nt
COc1ccc(CCNC(=O)CSc2ccc3nnc(CCNC(=O)c4ccc(C)cc4)n3n2)cc1OC | nt | -12% | nt | nt | -3 | 12%
O=C(C1=C[C@@H](C2CC2)C[C@@H](OCCCCO)O1)N1CCN(Cc2ccccc2)CC1 | -17% | 32%[activator] | -2% | -1% | 2 | 42%[activator][8.37 µM]
CCOC(=O)c1sc2nccc(N(C)C)c2c1N=CNOCc1c(F)cccc1Cl | 10% | 66%[activator] | 1% | -2% | -31 | ?
N#Cc1ccccc1Cn1c(=O)oc2ccccc21 | 6% | 0% | 4% | -8% | 40 | 2%
CC1=NN(C(=O)Cc2ccc([N+](=O)[O-])cc2)C(O)(C(F)(F)C(F)(F)F)C1 (stereo unspecified) | -6% | 92%[activator] | 5% | -2% | 45 | 12%
c1ccc2c(c1)C(=NCC1CCCO1)NC2=NCC1CCCO1 (stereo unspecified) | -3% | 7% | -3% | 6% | -6 | 3%
c1csc(-n2nc3ccccc3n2)c1 | -1% | 12% | 0% | ? | -66* | -28%
CC(C)(C)OC(=O)N1CCC(c2c(C(=O)NCCN3CCOCC3)cnn2-c2cccc(F)c2)CC1 | -8% | nt | nt | -1% | 16 | nt
COC(=O)CCC(NC(=O)c1cc(C)oc1C)C(=O)OC (stereo unspecified) | 25% | 0% | 2% | 3% | ? | 13%
Cc1nnc(NC(=O)CSc2nnc(NC(=O)C(C)(C)C)s2)s1 | 9% | -3% | 0% | 2% | -4 | 1%
C=CCNC(=S)NNc1nc(N2CCCC2)nc(N2CCCC2)n1 | 14% | 93%[activator] | ? | ? | -15 | 0%
N#Cc1ccc(C(=O)N2Cc3cnnn3-c3ccccc3C2C#N)cc1 (stereo unspecified) | nt | 11% | nt | nt | -9 | 9%[8.37 µM]
CCOC1(OCC)C(c2ccc(N)cc2)C(C#N)(C#N)C1(OCC)OCC (stereo unspecified) | 1% | 1% | -9% | ? | 50 | 19%
CC(C)(C)NC(=O)COC(=O)c1ccc(S(=O)(=O)N2CCCCCC2)cc1 | 10% | -3% | 6% | -15% | -15 | -6%

Complete entries, quoted from the list. Values in the order: Sm TGR inh	AMA1-RON2 inh	FBPA Giardia inh	AmpC inh detg	HCMV antiviral	HCV inhibitor
`O=C(CSc1ccccn1)N1CCN(c2ccc(Cl)cc2)CC1` in the list: 5%	17%	-2%	0%	-27	-7%
`CC(C)(C)NC(=O)COC(=O)c1ccc(S(=O)(=O)N2CCCCCC2)cc1` in the list: 10%	-3%	6%	-15%	-15	-6%
`c1ccc2c(c1)C(=NCC1CCCO1)NC2=NCC1CCCO1` (stereo unspecified) in the list: -3%	7%	-3%	6%	-6	3%

Assay outcomes deposited in PubChem by National Center for Advancing Translational Sciences (NCATS).
